Compound activity deposited in PubChem BioAssay by NCI.
All columns: NCI-60 one-dose screen, growth in % after 48 h at 10 µM unless noted; 100 = growth as untreated, 0 = no growth, -100 = all killed.
SK-OV-3 – SK-OV-3 ovarian cancer cells. 3.2% of 80,000 active. AID 1794785
NCI-H23 – NCI-H23 lung cancer; 4% of 80,000 active; AID 1794731
OVCAR-3 – OVCAR-3 ovarian cancer; 7% of 79,000 active
OVCAR-8 – OVCAR-8 ovarian cancer; 4.4% of 81,000 active
OVCAR-4 – OVCAR-4 ovarian cancer cells | 3.7% of 80,000 active | AID 1794784
OVCAR-5 – OVCAR-5 ovarian cancer; 2.9% of 82,000 active
NCI-H522 – NCI-H522 lung cancer; 8% of 78,000 active; AID 1794739
IGROV1 – IGROV1 ovarian cancer; AID 1794786; 4.7% of 79,000 active
NCI/ADR-RES – NCI/ADR-RES ovarian cells | 4.4% of 81,000 active | AID 1794790
An asterisk follows results filed as active; . = no result given; & = joins results of further samples. The calls were made as follows: active = growth percent below 10; inactive = the rest.

SMILES	SK-OV-3	NCI-H23	OVCAR-3	OVCAR-8	OVCAR-4	OVCAR-5	NCI-H522	IGROV1	NCI/ADR-RES
O=C(CCCCCCNC(=O)C(O)(O)C(F)(F)F)Nc1ncc(-c2ccc(Br)cc2)s1	-15*	-16*	-58*	1.1*	22	-2.5*	-45*	-22*	-4.6*
Cc1cc(=O)oc2cc(OCCCOc3ccc(/C=C/C(=O)Nc4ccccc4[N+](=O)[O-])cc3)ccc12	112	.	.	108	108	110	109	112	106
CCCCNc1nnc(-c2ccc(-n3nc(-c4ccc(OC)cc4)cc3-c3ccc(OC)cc3)cc2)o1	.	92	94	83	76	87	.	115	78
Clc1cc(Cl)c(OCC#CI)cc1Cl	102	97	-61*	72	80	101	18	45	84
COc1ccc(OC)c(-c2cn3nc(-c4cn(C)c5ccc(Br)cc45)sc3n2)c1	104	100	108	101	101	94	94	81	98
CCN(CC)c1ccc(C2NNC(=S)N2)c(O)c1 (centres undefined)	93	87	75	86	64	100	59	83	41
O=S(=O)(O)c1ccc(N/N=C/c2ccccc2O)cc1	95&95	101&106	120&113	101&101	98	105&102	111&104	111&142	98&110
CC(C)(C)c1ccc(O)c(O)c1	119	106	103	100	110	117	.	114	112
Cc1c(CN(C)C)cc(C(C)C)cc1C(C)C	112	102	120	106	99	115	85	119	104
Cc1oc(-c2ccc(Cl)cc2)nc1/C=C/C(=O)c1ccccc1	100	99	98	99	79	115	93	93	104
CCCc1ccccc1-c1cc(-c2ccccc2)on1	111	78	135	95	86	97	84	54	97
Cc1ccc(Cl)cc1Nc1nc(C(F)(F)F)ccc1C(=O)NO	98	79	.	91	93	85	83	62	93
C#Cc1cccc(Nc2ncnc3ccc(-c4cnc(Cl)c(NS(C)(=O)=O)c4)cc23)c1	-25*	-5.5*	-72*	3.8*	9.2*	-16*	-23*	-56*	8.0*
CNC(=O)c1cc(-c2ccc(NC(=O)Nc3ccc(Cl)c(C(F)(F)F)c3)cc2)nc2cccnc12	119	100	114	107	90	101	.	91	113
COc1ccc(N2C(=O)[C@@H](O[Si](c3ccccc3)(c3ccccc3)C(C)(C)C)[C@H]2/C=C/c2ccccc2)cc1	91	95	80	101	72	92	88	100	103
Cc1cccc(Oc2ccc(Nc3ncnc4ccc(NC(=O)CNCCO)cc34)cc2Cl)c1	11	85	50	67	68	79	32	9.0*	76
CN1C(=S)N(C)C2C1NN=C1SC(c3ccccc3)=CC(=O)N12 (centres undefined)	102	.	107	94	86	103	87	98	98
Brc1ccc(Br)s1	104	103	105	103	106	95	93	117	106
CC1=CC(c2ccc(Cl)cc2)N2C=C(C)SC2=N1 (centres undefined)	113	106	.	103	107	114	97	108	109
C=C1CC2(OC1=O)C(=O)N(C)c1ccc(I)cc12 (centres undefined)	68	-63*	-97*	-9.0*	-88*	-10*	-57*	-67*	-66*
Nc1ccc(S(=O)(=O)NCC2CCCCO2)cc1 (centres undefined)	96	109	108	104	108	107	103	103	108
O=c1/c(=C/c2ccc(Cl)cc2)sc2nc3ccccc3n12	115	.	115	107	102	104	96	101	104
O=C1C(Cl)=C(Nc2ccc(S(=O)(=O)c3ccc(NC4=C(Cl)C(=O)c5ccccc5C4=O)cc3)cc2)C(=O)c2ccccc21	79	-13*	-98*	-62*	-85*	100	-67*	-18*	44
CC(=O)c1c2ccccc2c(Sc2ccccc2)n1C	84	109	89	93	84	98	85	146	100
CN1CCC(OC(c2ccccc2)c2ccccc2)CC1	101&97	105&99	119&112	104&102	102&119	116&79	96&102	138&88	99&94
O=c1oc2ccc(Br)cc2cc1-c1cs/c(=N/N=C\c2ccc(Br)cc2)n1/N=C/c1ccc(Br)cc1	99	94	104	104	111	113	76	103	106
CCOC(=O)C1=C(C)n2nc(CC#N)c(C#N)c2NC1c1cc(Cl)ccc1O (centres undefined)	80	91	86	105	97	93	94	81	94
CCCCC(CC)CCC(C)OC=O (centres undefined)	100	105	113	112	115	103	95	107	112
CC1(C)CC[C@]2(C(=O)O)CC[C@]3(C)C(=CCC4[C@@]5(C)C[C@@H](O)[C@@H]6OC(c7ccc(Br)cc7)OC[C@@]6(C)C5CC[C@]43C)C2C1 (some centres undefined)	92	.	68	59	52	90	49	88	62
N#C/C(=C\c1ccc(-c2ccccc2Cl)o1)C(=O)Nc1ncc(Cc2ccc(Cl)cc2)s1	110	97	117	92	97	96	92	98	90
COc1cc(/C=C/C(=O)c2ccc(-n3cc(CN4CCN(c5cc6c(cc5F)c(=O)c(C(=O)O)cn6C5CC5)CC4)nn3)cc2)ccc1O	72	91	57	43	63	85	84	52	94
c1ccc([C@H]2CN3CCSC3=N2)cc1	107	97	111	.	.	87	91	.	103
CCOC(=O)/C(C#N)=C1/C(=O)Nc2ccccc21	117	108	134	108	114	104	183	109	112
CCOC(=O)/C(=C\c1ccccn1)C(C)=O	111	107	107	113	117	109	114	108	102
Ic1ncnc2nc[nH]c12	.	107	113	99	97	103	101	99	100
O=S(=O)(NCCCNc1nccc(-c2c(-c3ccc(F)cc3)nc3sccn23)n1)c1ccc(C(F)(F)F)cc1	88	75	81	44	68	101	65	54	34
O=C(/C(=C\c1ccccc1)c1ccccc1)c1ccccc1	96&110	82&95	85&108	83&96	73&96	123&113	87	93&96	78&94
O=C1[C@H]2Cc3c([nH]c4ccccc34)[C@@H](c3ccc(Br)cc3)N2C(=O)CN1C1CCN(Cc2c(Cl)cccc2Cl)CC1	87	90	80	91	80	88	83	61	82
CCOC(=O)NC(C(=O)N(C(=O)NC1CCCCC1)C1CCCCC1)C(C)C (centres undefined)	84	99	105	93	107	105	78	100	96
O=C(NNc1ccc([N+](=O)[O-])cn1)OCCOCCOC(=O)NNc1ccc([N+](=O)[O-])cn1	111	100	112	102	92	106	53	116	104
O=C(CSc1nccc(Nc2cccc3ccccc23)n1)c1ccc(Cl)cc1	86	80	99	92	99	87	82	69	94
Cn1cc(-c2nn3cc(-c4cccnc4)nc3s2)c2cc(F)ccc21	77	94	.	82	104	92	70	75	76
COc1ccc(-c2nnc(SCC(=O)Nc3ccc(C(=O)/C=C/c4ccc(Cl)cc4)cc3)o2)cc1	91	89	101	93	109	108	90	89	87
O=c1[nH]c2ccccc2c2nc3ccccc3c(=O)n12	90	101	102	103	92	110	89	87	104
C/C=C(C)/C=N/NC(=O)C[N+](C)(C)C	113	106	127	105	.	101	97	139	108
O=C(CSc1nnnn1-c1ccccc1)c1cc2cc(Br)ccc2oc1=O	97	101	108	94	105	98	86	109	103
Cc1cc(O)c(C(C)C)cc1N=Cc1ccc(N(C)C)cc1	98	101	108	101	97	109	.	111	105
CCOC(=O)c1c(O)cc(-c2ccc(OC)cc2)cc1-c1sc(N(C)Cc2ccccc2)nc1Cl	121	98	105	108	103	91	93	100	101
CC1=C/C(=N\N=C2/C=C(C)CC(C)(C)C2)CC(C)(C)C1	97	102	112	95	106	107	81	103	104
O=C1/C=C/[C@@H](O)[C@@H]2C[C@@H](O)C[C@H]2/C=C/CCC[C@H](CCc2ccc(C(F)(F)F)cc2)O1	13	-11*	-10*	2.3*	9.4*	14	-58*	6.0*	3.2*
NS(=O)(=O)c1ccc(Cn2c(=S)[nH]c3ccccc3c2=O)cc1	107	97	108	94	100	93	92	102	101
O=c1[nH]cc(CN2CCOCC2)c(=O)[nH]1	109	102	112	111	106	109	.	103	115
CCCC(C)(CC)C(=O)O (centres undefined)	111	98	113	100	96	110	96	95	102
N#Cc1c(N=Cc2ccccc2)n[nH]c1Nc1ccccc1	112	115	95	106	113	107	111	112	107
NC1=C(Cl)C(=O)c2ccccc2C1=O	108	41	12	74	72	111	74	68	80
O=C(NCCCCC(NC(=O)OCc1ccccc1)C(=O)O)OCc1ccccc1 (centres undefined)	111	104	114	116	116	104	103	113	101
CC(C)(C)NCC(O)c1cc(O)cc(O)c1 (centres undefined)	96	103	123	89	119	.	97	106	100
COc1ccc2c(c1)C(=O)/C(=C/c1cccc(OCC(=O)c3ccccc3)c1)CC2	120	87	89	79	82	102	65	.	81
Cc1cccc(Cl)c1O	108	104	121	107	119	102	.	123	111
COc1cc(/C=C\c2cc(OC)c(OC)c(OC)c2)cc(N)c1OC	92	84	100	89	128	88	59	75	70

Rewritten with two lines to a compound: 19 of the compounds above.
The line under a structure holds: SK-OV-3, NCI-H23, OVCAR-3, OVCAR-8, OVCAR-4, OVCAR-5, NCI-H522, IGROV1, NCI/ADR-RES
> Cn1cc(-c2nn3cc(-c4cccnc4)nc3s2)c2cc(F)ccc21
→ 77, 94, ., 82, 104, 92, 70, 75, 76
> COc1ccc(-c2nnc(SCC(=O)Nc3ccc(C(=O)/C=C/c4ccc(Cl)cc4)cc3)o2)cc1
→ 91, 89, 101, 93, 109, 108, 90, 89, 87
> O=c1[nH]c2ccccc2c2nc3ccccc3c(=O)n12
→ 90, 101, 102, 103, 92, 110, 89, 87, 104
> C/C=C(C)/C=N/NC(=O)C[N+](C)(C)C
→ 113, 106, 127, 105, ., 101, 97, 139, 108
> O=C(CSc1nnnn1-c1ccccc1)c1cc2cc(Br)ccc2oc1=O
→ 97, 101, 108, 94, 105, 98, 86, 109, 103
> Cc1cc(O)c(C(C)C)cc1N=Cc1ccc(N(C)C)cc1
→ 98, 101, 108, 101, 97, 109, ., 111, 105
> CCOC(=O)c1c(O)cc(-c2ccc(OC)cc2)cc1-c1sc(N(C)Cc2ccccc2)nc1Cl
→ 121, 98, 105, 108, 103, 91, 93, 100, 101
> CC1=C/C(=N\N=C2/C=C(C)CC(C)(C)C2)CC(C)(C)C1
→ 97, 102, 112, 95, 106, 107, 81, 103, 104
> O=C1/C=C/[C@@H](O)[C@@H]2C[C@@H](O)C[C@H]2/C=C/CCC[C@H](CCc2ccc(C(F)(F)F)cc2)O1
→ 13, -11*, -10*, 2.3*, 9.4*, 14, -58*, 6.0*, 3.2*
> NS(=O)(=O)c1ccc(Cn2c(=S)[nH]c3ccccc3c2=O)cc1
→ 107, 97, 108, 94, 100, 93, 92, 102, 101
> O=c1[nH]cc(CN2CCOCC2)c(=O)[nH]1
→ 109, 102, 112, 111, 106, 109, ., 103, 115
> CCCC(C)(CC)C(=O)O (centres undefined)
→ 111, 98, 113, 100, 96, 110, 96, 95, 102
> N#Cc1c(N=Cc2ccccc2)n[nH]c1Nc1ccccc1
→ 112, 115, 95, 106, 113, 107, 111, 112, 107
> NC1=C(Cl)C(=O)c2ccccc2C1=O
→ 108, 41, 12, 74, 72, 111, 74, 68, 80
> O=C(NCCCCC(NC(=O)OCc1ccccc1)C(=O)O)OCc1ccccc1 (centres undefined)
→ 111, 104, 114, 116, 116, 104, 103, 113, 101
> CC(C)(C)NCC(O)c1cc(O)cc(O)c1 (centres undefined)
→ 96, 103, 123, 89, 119, ., 97, 106, 100
> COc1ccc2c(c1)C(=O)/C(=C/c1cccc(OCC(=O)c3ccccc3)c1)CC2
→ 120, 87, 89, 79, 82, 102, 65, ., 81
> Cc1cccc(Cl)c1O
→ 108, 104, 121, 107, 119, 102, ., 123, 111
> COc1cc(/C=C\c2cc(OC)c(OC)c(OC)c2)cc(N)c1OC
→ 92, 84, 100, 89, 128, 88, 59, 75, 70

Additional structures
SMILES	SK-OV-3	NCI-H23	OVCAR-3	OVCAR-8	OVCAR-4	OVCAR-5	NCI-H522	IGROV1	NCI/ADR-RES
O=C1C(Cl)C(c2ccccc2O)N1n1cnnc1 (centres undefined)	85	98	98	95	99	99	88	94	100
O=C(OC1CCCCC1)C(=O)OC1CCCCC1	106	106	109	105	105	108	.	113	112
COc1ccc2cc([C@H](C)C(=O)N/N=C/c3ccc(C)cc3)ccc2c1	93	95	104	99	89	94	84	103	92
COc1ccc(C(=O)Nc2ccc(-c3cc(=O)c4c(O)c(OC)c(OC)cc4o3)cc2)cc1	89	107	120	101	115	99	82	101	103
Cc1ccc2nc3nc4ccc[nH]c4cc3c2c1	89	65	78	100	66	91	90	68	100

2 entries from above in a different format:
molecule: O=C1[C@H]2Cc3c([nH]c4ccccc34)[C@@H](c3ccc(Br)cc3)N2C(=O)CN1C1CCN(Cc2c(Cl)cccc2Cl)CC1
  SK-OV-3: 87; NCI-H23: 90; OVCAR-3: 80; OVCAR-8: 91; OVCAR-4: 80; OVCAR-5: 88; NCI-H522: 83; IGROV1: 61; NCI/ADR-RES: 82

molecule: COc1ccc2c(c1)C(=O)/C(=C/c1cccc(OCC(=O)c3ccccc3)c1)CC2
  SK-OV-3: 120; NCI-H23: 87; OVCAR-3: 89; OVCAR-8: 79; OVCAR-4: 82; OVCAR-5: 102; NCI-H522: 65; IGROV1: .; NCI/ADR-RES: 81
